L major viab: Leishmania major promastigote growth inhibition; inhibition, % at 10 µM; 200,000 tested, 9% active; Leishmania major promastigotes, resazurin fluorescence viability;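 note: promastigotes grown with compound for 44 hours at 28 °C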
PMI act satM6P: activators of human phosphomannose isomerase at near-saturating mannose 6-phosphate. 190,000 tested, 0.34% active. coupled PMI enzyme assay, resazurin fluorescence, 20 min; active compounds read high; 1 = untreated enzyme, 0 = substrate-free blank. P34949. activation factor at 20 µM. AID 1216;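 active = activation factor of 2 or more at 20 µM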
Target sequence (P34949 whole entry, looked up): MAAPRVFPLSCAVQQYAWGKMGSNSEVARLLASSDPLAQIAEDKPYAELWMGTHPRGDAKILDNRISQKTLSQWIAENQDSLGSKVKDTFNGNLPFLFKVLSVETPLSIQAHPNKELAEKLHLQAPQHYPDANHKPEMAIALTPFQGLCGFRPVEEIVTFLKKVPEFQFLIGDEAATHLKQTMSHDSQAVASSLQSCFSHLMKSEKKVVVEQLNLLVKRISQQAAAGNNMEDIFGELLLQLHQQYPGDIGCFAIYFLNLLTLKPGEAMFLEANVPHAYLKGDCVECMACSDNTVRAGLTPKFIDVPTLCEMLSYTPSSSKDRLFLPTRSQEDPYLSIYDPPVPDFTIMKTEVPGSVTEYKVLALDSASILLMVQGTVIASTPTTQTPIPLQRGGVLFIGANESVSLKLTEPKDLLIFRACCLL
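Test system: human phosphomannose isomerase with PGI, G6PDH, diaphorase coupling enzymes; Amount: PMI at 15 ng/mL final; Reagent: Mannose-6-phosphate 1.0 mM (near-saturating) plus 0.22 mM NADP+; Timing: 20 min, room temperature; Technique: resorufin fluorescence at Ex 544/Em 590 nm; Dosing: 20 µM single dose.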
TLR4 MyD88 comp: inhibitors of human TLR4-MyD88 binding | O00206+Q99836 | HeLa CL3-4 TLR4/MyD88 BLA complementation, FRET ratio | inhibition, % at 8.4 µM | 200,000 tested, 0.18% active | AID 861; in the data active = inhibition above about 25%;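 note: 0% = vehicle and 100% = reference inhibitor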
Diaphorase inh: diaphorase inhibition or chemical oxidation counter-screen; diaphorase resazurin-to-resorufin fluorescence, NADH, 16 min; bacterial (C. kluyveri) enzyme, not human; inhibition, % at 20 µM; 190,000 tested, 0.69% active; AID 1217;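 active = primary screen inhibition at 20 µM above a set limit, cut at about 50% in these data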;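 note: plate controls were DMSO with full reaction for no effect and wells lacking NADH for full effect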
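Detection: fluorescence of resorufin formed from resazurin, Ex 544/Em 590 nm; test system: Clostridium kluyveri diaphorase enzyme; amount: 0.14 U/mL diaphorase, enzyme working solution; times: 16-min room-temperature incubation before reading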
G6PDH counter: counter-screen for G6PDH assay hits: L. mesenteroides G6PDH inhibition; Purified L. mesenteroides G6PDH, diaphorase/resazurin coupled fluorescence, 45 min; inhibition, % at 5 µM; 200,000 tested, 0.12% active
PMI act: increases human mannose-6-phosphate isomerase activity | AID 1214 | purified human PMI, coupled resazurin fluorescence, 20 min; active compounds read high; 1 = vehicle control, 0 substrate-free wells | activation factor at 20 µM | P34949 | 190,000 tested, 0.005% active;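 active = activation factor of 2 or more at 20 µM, relative to plate controls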
RAM inhibit: blocks the yeast RAM network; inhibition, % at 50 µM; 190,000 tested, 1.8% active; S. cerevisiae dse1pr::URA3 reporter, 5-FOA growth OD615, 2 d; analog-sensitive cbk1-as2 kinase mutant strain;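 active = inhibition above a set limit, 3 SD over mean compound inhibition, cut at about 8.4% in these data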;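 note: 0% = DMSO-only wells with no growth and 100% = 10 µM 1-NA-PP1 full growth; inhibition rescues growth on 5-FOA so higher OD means more RAM inhibition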
S1P3 antagonist: S1P3 (human) receptor antagonism. Q99500. CHO S1P3 NFAT-BLA reporter, FRET fluorescence, antagonist mode. inhibition, % at 4.98 µM. 170,000 tested, 0.27% active. AID 485;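 active = inhibition above the plate cutoff, the mean inhibition of test wells on that plate plus 3 SD, cut at about 28% in these data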;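 note: cells challenged with S1P at its EC80 of 0.8 µM; blue over green emission ratio from cleaved BLA substrate after 4 h stimulation; 0% = S1P-stimulated wells and 100% = unstimulated DMSO-only wells; some compounds past the cut are filed as inactive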
Target sequence (Q99500 whole entry, looked up): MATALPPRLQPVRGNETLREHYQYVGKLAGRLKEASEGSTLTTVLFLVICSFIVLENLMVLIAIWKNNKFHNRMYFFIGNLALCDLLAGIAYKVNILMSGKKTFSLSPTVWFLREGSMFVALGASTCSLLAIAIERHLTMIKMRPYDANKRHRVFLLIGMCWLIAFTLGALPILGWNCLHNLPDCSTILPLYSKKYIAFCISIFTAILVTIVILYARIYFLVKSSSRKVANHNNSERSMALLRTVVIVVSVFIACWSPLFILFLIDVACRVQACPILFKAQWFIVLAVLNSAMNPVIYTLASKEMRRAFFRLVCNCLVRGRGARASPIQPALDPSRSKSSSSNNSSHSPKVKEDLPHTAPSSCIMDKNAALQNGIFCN
Diaph act CS: counter-screen for diaphorase-based assays: diaphorase activators and chemical reducers | activation factor at 20 µM | Diaphorase/resazurin coupled assay, resorufin fluorescence, 16 min; active compounds read high; 1 = vehicle wells, 0 = NADH-free wells | 190,000 tested, 0.005% active;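 active = diaphorase activity raised at least twofold by the compound at 20 µM; inactive = activation factor below 2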
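Assay system: Purified diaphorase enzyme from Clostridium kluyveri | Amount: Enzyme 0.07 U/mL final | Dosing: Compound 20 µM once, DMSO 1% | Timing: 16 min reaction at room temperature | Detection: Fluorescence, excitation 544 nm and emission 590 nm | Evaluation: Higher resorufin formation from activation or reduction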
Hsp70 act: switches on Hsp70 transcription; HeLa Hsp70 promoter luciferase reporter, luminescence; scaled: vehicle 0, proteasome-inhibitor control 100%; activation, % at 10 µM; 200,000 tested, 0.04% active;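 active = activation above the mean across all tested compounds plus 3 SD, cutoff set per campaign, cut at about 5.5% in these data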;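 note: 100% = MG132 at 30 µM as the positive control and 0% = DMSO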
DTT redox prof: compounds producing H2O2 with reducing agent – biochemical, NIH compound library profiling, artefact control for MLSCN library redox annotation, primary screen; activation, % at 10 µM; 200,000 tested, 0.03% active; DTT-dependent redox cycling H2O2, phenol red/HRP absorbance; 100% = 100 µM peroxide control, 0% = buffer;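 active = activation of at least 50% relative to the plate's high and low controls in the primary single-dose screen; inactive = activation below 50%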;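 note: compound incubated with DTT at 0.8 mM final as the reducing agent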
* marks the source's active call; other numbers are inactive results; x = no result given. Cut-off read from the data, not from the text of the source, unless noted: active = inhibition above about 50%; inactive = the rest. Random draw from the library. About 12% of those tested had a hit in this group.

no.	mol	L major viab	PMI act satM6P	TLR4 MyD88 comp	Diaphorase inh	G6PDH counter	PMI act	RAM inhibit	S1P3 antagonist	Diaph act CS	Hsp70 act	DTT redox prof
1	O=C1NC(=Nc2ccc(Cl)cc2)SC1Cc1cccc(Cl)c1Cl (stereo unspecified)	-4	1.1	-2	-7	-15	1	0.8	-3	1.1	-0.2	0.3
2	CC(=O)C1=C(c2ccccc2)N(C(C)=O)n2c(C)nnc2S1	-8	0.9	5	12	6	0.9	0.1	-3	0.9	0.0	1.4
3	CC1CCCCC1NC(=O)c1cn(C)c2ccc(S(=O)(=O)N3CCCC3)cc2c1=O (stereo unspecified)	37	1	3	12	13	1	3.0	-12	0.9	-0.3	0.3
4	COc1ccc(S(=O)(=O)N2CCCCCC2)cc1	-4	1	-4	8	-2	1	0.3	x	0.9	0.4	0.2
5	O=C(COC(=O)c1ccccc1OCc1ccccc1Cl)NC1CC1	5	1.1	15	9	-2	1	2.4	x	0.9	-0.4	88*
6	COc1ccc(OCc2n[nH]c(=S)n2Cc2ccco2)cc1	8	0.8	-2	22	4	0.9	-1.0	-1	0.8	-0.3	-1.6
7	O=S(=O)(c1ccc2ccccc2c1)N(CC(O)CN1CCOCC1)c1ccccc1 (stereo unspecified)	16	1	8	13	4	1	-0.2	x	0.9	0.0	0.7
8	COc1ccc(NC(C)C(=O)N/N=C/c2ccccc2OCc2ccc(Br)cc2)cc1 (stereo unspecified)	0	0.9	7	12	-3	0.8	1.9	x	0.9	0.0	-12
9	COc1cc(/C=N/NC(=O)c2ccc(CN3c4cccc5cccc(c45)S3(=O)=O)cc2)cc(OC)c1O	-8	0.5	8	16	31	0.9	1.9	-1	0.8	-0.4	-0.5
10	Cc1cc(C)n(-c2ccc(C(=O)N3CC(C)OC(C)C3)cc2)n1 (stereo unspecified)	-5	1	-8	-2	13	1.1	0.1	-5	1	-0.3	-0.4
11	O=C(NCCN1CCOCC1)c1ccc2ccccc2c1	-3	1	1	1	0	1	0.8	x	1	0.1	0.3
12	Cc1[nH]nc2c1C(c1ccsc1)C1=C(CC(C)(C)CC1=O)N2 (stereo unspecified)	19	0.9	4	1	13	1	0.7	-8	1	0.9	-0.3
13	O=C(Nc1ccn(Cc2ccccc2)n1)c1ccc(F)cc1	0	1	-7	-12	12	1	0.5	-8	1.1	-0.2	-0.4
14	O=C(CN1C(=O)c2cccnc2C1=O)c1ccccc1	-9	1	-2	3	-1	1.1	0.5	x	1	-0.2	0.5
15	Cc1ccc(-c2[nH]nc3c2C(c2ccc(OC(=O)N4CCOCC4)cc2)C(C#N)=C(N)O3)cc1 (stereo unspecified)	1	0.8	19	27	-14	0.8	-0.3	4	0.7	-0.2	0.1
16	CCC(C)NC(=O)c1c(-c2cc(Cl)c(OC)c(Cl)c2)noc1C (stereo unspecified)	-2	1	-4	1	12	1	-0.1	-36	1	-0.2	-0.2
17	O=C(Nc1ccc2c(c1)CCC2)C1COc2ccccc2O1 (stereo unspecified)	0	1	10	-4	12	1	0.9	4	1	0.4	-1.4
18	CC(C)Cc1cc(CN2CCC(CO)(Cc3cccc(C(F)(F)F)c3)CC2)[nH]n1	85*	0.9	-2	1	8	1	-1.4	-8	1	-0.4	0.1
19	O=[N+]([O-])c1ccc(F)cc1Oc1nc(-c2cccnc2)nc2ccccc12	17	0.9	-18	41	-5	1	2.2	4	0.6	-0.2	-0.5
20	O=c1cnnc(Nc2ccc(F)cc2)[nH]1	-8	1.1	-13	-5	4	1.1	1.2	-12	1.1	-0.3	-0.9
21	CC(C)CCOc1ccc(C(=O)CCNC(C)C(=O)O)cc1 (stereo unspecified)	-10	1.1	5	-8	-12	1	0.9	13	1.1	0.4	-1.7
22	CN(CC(O)COC(c1ccccc1)c1ccccc1)C1CCCCC1 (stereo unspecified)	19	1	3	3	1	1	-0.8	-18	1	-0.4	0.1
23	CN(C(=O)COc1cc(=O)n(C)c2ccccc12)c1ccc(Br)cc1	30	0.9	-1	10	8	0.9	3.4	-26	0.9	0.0	-0.7
24	CC(C)C(=O)Nc1cccc(NC(=O)c2cccc([N+](=O)[O-])c2)c1	-1	0.9	2	5	5	1	1.8	x	1	-0.6	-0.6
25	CC(C)(C)C1CCc2onc(C(=O)O)c2C1 (stereo unspecified)	-8	1.1	-10	6	16	1.1	0.6	-2	0.9	-0.1	-0.1

Some entries already given, reduced to L major viab and PMI act:
#	compound	L major viab	PMI act
15	Cc1ccc(-c2[nH]nc3c2C(c2ccc(OC(=O)N4CCOCC4)cc2)C(C#N)=C(N)O3)cc1 (stereo unspecified)	1	0.8
16	CCC(C)NC(=O)c1c(-c2cc(Cl)c(OC)c(Cl)c2)noc1C (stereo unspecified)	-2	1
17	O=C(Nc1ccc2c(c1)CCC2)C1COc2ccccc2O1 (stereo unspecified)	0	1
18	CC(C)Cc1cc(CN2CCC(CO)(Cc3cccc(C(F)(F)F)c3)CC2)[nH]n1	85*	1

Continuation:
no.	mol	L major viab	PMI act satM6P	TLR4 MyD88 comp	Diaphorase inh	G6PDH counter	PMI act	RAM inhibit	S1P3 antagonist	Diaph act CS	Hsp70 act	DTT redox prof
26	COc1cccc(NC(=O)c2cc(-c3cccnc3)nc3c(Cl)cccc23)c1	6	1	12	4	0	1	4.6	x	1	0.1	-4.0
27	COc1ccc(CCNC(=O)CSc2nnnn2-c2ccc(OC)c(OC)c2)cc1OC	-5	1.1	3	-5	6	1.1	-0.4	-2	1	-0.2	-0.6
28	CCOc1ccc(CCN2C(=O)C3C4C=CC(C4)C3C2=O)cc1OCC (stereo unspecified)	-5	0.8	0	6	30	0.8	0.9	3	0.9	-0.2	-0.4
29	Cc1ccc(S(=O)(=O)N2CCCC2C(=O)O)s1 (stereo unspecified)	-5	1.1	-17	-10	0	1.1	0.5	x	1.1	-0.3	-0.1
30	Cc1c(Br)c([N+](=O)[O-])nn1C(C)C(=O)NCc1ccco1 (stereo unspecified)	0	1	-1	21	-12	1	0.9	-6	0.8	-0.2	0.5
31	CCN(CC)C(=S)Nc1c(C)n(C)n(-c2ccccc2)c1=O	-2	1	-11	-5	6	1.1	1.6	-1	1	-0.1	-1.4
32	CCOc1ccc(C(C)=O)cc1Cn1nc(C(=O)O)c2ccccc2c1=O	-6	0.9	3	10	6	0.9	2.5	-30	0.9	-0.2	0.0
33	COc1ccc(/C=C/C(=O)Nc2ccc(C34CC5CC(CC(O)(C5)C3)C4)cc2)cc1OC	5	1	-1	11	-5	1	3.5	11	0.9	0.8	-0.8
34	O=C(COC(=O)c1ccccc1[N+](=O)[O-])Nc1cc(S(=O)(=O)N2CCOCC2)ccc1N1CCCC1	-1	1	-11	18	2	1	0.8	-2	0.8	0.2	-2.6
35	CC(=O)c1ccccc1NCC(=O)Nc1ccc(C)cc1	14	1.3	-4	18	14	1.4	4.1	-1	0.8	0.0	-1.1
36	CC(NS(=O)(=O)c1cccc(Cl)c1)C(=O)Nc1ccc(-c2nc3ccccc3s2)cc1 (stereo unspecified)	10	1.1	-4	14	0	0.9	2.9	x	0.9	0.2	0.3
37	O=C(Cn1c(C(F)(F)F)nc2ccccc21)N1CCCC1	-6	1	-3	6	2	1	0.0	x	0.9	-0.5	0.1
38	Cc1ccc(C)c(N2CCN(c3nnnn3-c3ccccc3)CC2)c1	63*	1	0	12	5	0.9	2.8	x	0.9	-0.3	0.3
39	CC(=O)N1N=C(c2ccccc2)OC1c1ccc([N+](=O)[O-])s1 (stereo unspecified)	100*	1	-22	11	5	1.1	-1.9	0	0.9	-0.3	-0.2
40	COc1cc(SC)ccc1C(=O)Nc1ccccc1C#N	-4	0.8	-13	19	-1	0.8	4.9	17	0.8	0.4	0.9
41	COc1cc(C2CC(=O)NC3=C2C(=O)CC(C)(C)C3)cc(OC)c1O (stereo unspecified)	-8	0.5	8	21	50*	0.8	1.8	-4	0.8	1.1	-0.4
42	Cc1cc(SCC(=O)NN=C2CCN(C(C)C)CC2)c(C)cc1Br	15	1.1	3	4	7	1.1	-1.1	1	1	-0.4	0.2
43	CN(C)CCNS(=O)(=O)c1ccc(Cl)cc1	-3	1	-1	2	-1	1.1	3.8	-8	1	-0.1	2.2
44	Oc1cccc(-c2nc3c4c(ncn3n2)-c2ccccc2CC42CCCC2)c1	49	0.8	8	24	3	0.8	7.2	x	0.8	-0.2	-3.9
45	COc1ccc(Br)cc1C(=O)Nc1ccccc1N1CCN(C(=O)c2ccccc2)CC1	55*	0.8	6	24	16	0.8	4.2	7	0.8	0.2	-0.8
46	COc1ccc(NC(=O)/C(Cl)=C(/Cl)S(=O)Cc2ccc(Cl)cc2)cn1 (stereo unspecified)	100*	1.1	25	12	-2	1.1	7.8	44*	0.9	43*	10
47	Cc1ccccc1NC(=O)Cc1cccc(C(F)(F)F)c1	0	1	10	9	2	1	1.4	17	0.9	-0.1	0.2
48	O=C(CS(=O)(=O)c1ccccc1)Nc1cccnc1	-1	1.1	7	15	13	1.1	0.7	1	0.8	0.3	-0.4
49	CC1CCc2[nH]nc(C(=O)O)c2C1 (stereo unspecified)	-7	1	1	8	2	1.1	-0.1	-2	0.9	-0.2	-1.8
50	Cc1ccc(Nc2nc(N)c([N+](=O)[O-])c(N3CCOCC3)n2)cc1C	10	1.2	2	-4	13	0.9	0.5	-17	1	-0.2	0.3
51	C/C(CC(=O)NC1CCCC1)=N\NC(=O)Cc1cccs1	-1	1	4	1	2	1	-0.8	x	1	-0.2	3.1
52	Cn1c(=O)n(Cc2ccc(F)cc2)c(=O)c2c1nc1n2CCN1Cc1ccco1	-3	1	-7	2	7	1.1	1.6	17	1	0.0	-0.3
53	Cn1c(=O)c2c(nc(NCCCN3CCOCC3)n2Cc2ccc(Cl)cc2Cl)n(C)c1=O	x	1	x	-6	-2	1	x	-3	1.1	x	x
54	NC(=O)CSc1nc(O)cc(=O)n1-c1ccccc1	-6	0.9	2	18	14	0.9	0.4	-6	0.8	-0.2	1.2
55	N#Cc1c(NC(=O)c2cnn3cccnc23)sc2c1CCCC2	3	1	-7	4	13	1	2.5	0	1	0.0	0.4
